STK33 inh = inhibitors of purified STK33 kinase, primary screen, biochemical, ADP-Glo luminescence, homogeneous, cell-free. MBP phosphorylation. inhibition, % at 10 µM. 320,000 tested, 0.073% active;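 active means inhibition at or above 25%, using the most active replicate where run in duplicate; inactive means inhibition below 25%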
Target sequence (Q9BYT3 whole entry, looked up): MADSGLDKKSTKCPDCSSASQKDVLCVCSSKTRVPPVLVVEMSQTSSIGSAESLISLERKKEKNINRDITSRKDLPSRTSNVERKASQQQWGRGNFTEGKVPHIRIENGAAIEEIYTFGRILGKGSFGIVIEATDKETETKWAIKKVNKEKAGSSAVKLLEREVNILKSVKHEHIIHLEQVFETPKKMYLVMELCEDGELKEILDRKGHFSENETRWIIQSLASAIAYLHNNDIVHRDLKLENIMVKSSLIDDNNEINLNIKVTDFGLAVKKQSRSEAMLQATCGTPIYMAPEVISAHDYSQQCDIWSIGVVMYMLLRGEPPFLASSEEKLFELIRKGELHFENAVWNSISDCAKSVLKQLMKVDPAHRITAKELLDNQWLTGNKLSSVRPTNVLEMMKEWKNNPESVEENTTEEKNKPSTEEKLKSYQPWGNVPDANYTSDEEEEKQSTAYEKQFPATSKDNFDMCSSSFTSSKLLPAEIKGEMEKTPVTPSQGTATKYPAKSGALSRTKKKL
CHT allo act = CHT positive allosteric modulators, primary screen, cell-based, membrane potential dye, choline EC20; High affinity choline transporter 1 (Homo sapiens), Q9GZV3; B-score at 10 µM; 310,000 tested, 0.49% active; CHT-expressing cells; stronger effect = higher value; LV-AA mutant CHT in HEK293 cells;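 active means initial fluorescence not abnormally high and integrated response B-score, plate-corrected, over 3 SD above library mean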
CHT inh = inhibitors of human choline transporter CHT | High affinity choline transporter 1 (Homo sapiens), Q9GZV3 | CHT-expressing cells, membrane potential dye, choline response; stronger effect = lower value | B-score at 10 µM | 310,000 tested, 0.86% active;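 active means B-score over 3 SD under the library average, and starting fluorescence ratio not unusually high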;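 further: choline stimulus applied at its EC90 after an EC20 pre-addition; B-score computed on integrated fluorescence ratio after choline addition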
Numbers without * were called inactive; i = inactive; nt = no result given.

compound	STK33 inh	CHT allo act	CHT inh
N#CCC1c2ccccc2CCN1C(=O)Nc1cccc(Cl)c1 (stereo not given)	0.4	i	i
CCOC(=O)C1=C(N)Oc2c(oc(CO)cc2=O)C1c1ccc(Cl)cc1 (stereo not given)	-0.8	i	i
COc1ccc(/C=N/NC(=O)c2nnn(-c3nonc3N)c2-c2cccs2)cc1OC	0.5	i	i
COc1cccc(/C=N/n2nnc3c(cnn3-c3ccccc3)c2=O)c1	0.3	i	i
Cc1[nH]nc2c1C(c1ccoc1)C(C#N)=C(N)O2 (stereo not given)	0.2	i	i
Cc1ccc(-c2nnn(CC(=O)Nc3ccccc3N3CCOCC3)n2)cc1	-0.8	i	i
COc1cc(N=Nc2ccc3ccccc3c2)ccc1O	0.4	i	i
CN(C)CCN(C(=O)C1CCN(S(=O)(=O)c2cccs2)CC1)c1nc2ccccc2s1	-0.5	i	i
Cn1c(N/N=C/c2cccs2)cc(=O)n(C)c1=O	0.4	i	i
CC(=O)c1ccc(NC(=O)CN2CCN(c3ncccn3)CC2)cc1	-0.5	i	i

(continued)
compound	STK33 inh	CHT allo act	CHT inh
CCN1C(=O)C2C(C1=O)N1C(c3cccs3)C3C(=O)N(CC)C(=O)C3N1C2c1cccs1 (stereo not given)	0.3	i	i
CS(=O)(=O)N1CCc2cc(C(=O)N3CCN(c4ccc(F)cc4)CC3)ccc21	0.5	i	i
O=C(NC1CCCN(Cc2ccc(Cl)cc2)C1)c1c(F)ccc(F)c1F (stereo not given)	-0.9	i	i
Cc1cccc(C)c1NC(=O)CN1N=NC2C(=O)N(c3cccc(Cl)c3)C(=O)C21 (stereo not given)	-0.1	i	i
COC(=O)Cc1ccc(NC(=S)NCCSc2ccc(Cl)cc2)cc1	-1.4	i	i
O=C(CSC1=NCCS1)c1ccc(Cl)cc1	-1.5	i	i
COc1ccc(CCNC(=O)C2CCCCC2C(=O)O)cc1OC (stereo not given)	-0.2	i	i
O=C(O)/C=C/S(=O)(=O)c1ccc2ccccc2c1	0.5	i	i
CCn1c2ccccc2c2cc(C3C(C#N)=C(N)Oc4n[nH]c(COC)c43)ccc21 (stereo not given)	-1.1	i	i
CCOC(=O)CC1(NC(=O)C2CCC(=O)N(CCc3ccc(OC)cc3)C2)CCCCC1 (stereo not given)	-1.5	i	i

Further results
compound	STK33 inh	CHT allo act	CHT inh
Cc1c(N2C(=O)CSC2c2ccc(F)cc2)c(=O)n(-c2ccccc2)n1C (stereo not given)	-0.5	i	i
Cc1ccc(-n2ncc3c(=O)n(CC#N)cnc32)cc1	-0.9	i	i
COc1cc(-n2c(=O)c3ccccc3n(Cc3ccccc3)c2=O)cc(OC)c1OC	-0.9	i	i
Cc1cc(Cl)cc(Cl)c1CNc1c([N+](=O)[O-])c(=O)oc2ccccc12	-1.7	i	i
COc1ccc(/C=C/C(=O)NCCc2c[nH]c3ccccc23)cc1OC	-0.4	i	i
C/C(Cn1nnc([N+](=O)[O-])n1)=N\NC(=O)c1ccccc1O	-1.4	i	i
CC1(C)CC(=O)c2cc(C(=O)NC3CCSC3=O)c(=O)n(-c3ccc(Cl)cc3)c2C1 (stereo not given)	-1.3	i	i
CCC(=O)Nc1ccc2nn(-c3ccc(F)cc3)nc2c1	0.0	i	i
COC(=O)c1ccccc1-c1cn(C)c2ccccc2c1=O	-0.1	i	i
COc1ccc(CNC(=O)C2CCN(S(=O)(=O)N3CCOCC3)CC2)cc1	-1.5	i	i

Later entries
compound	STK33 inh	CHT allo act	CHT inh
COc1ccc(Cn2c(=O)[nH]c3cc(C(=O)NCCCN4CCCC4=O)ccc3c2=O)cc1	-0.8	i	i
c1ccc(-c2nnc(-c3ccco3)o2)cc1	-1.4	i	i
Cc1ccc(S(=O)(=O)N(CC(=O)N/N=C/c2cccc3c2OCCO3)c2ccccc2F)cc1	0.1	i	i
C=CCn1c(=O)c2ccccc2n2c(SCc3csc(-c4ccccc4)n3)nnc12	-0.2	i	i
Cc1cc(C)c2nc(N3CCC(C(=O)NCCCN4CC(C)CC(C)C4)CC3)sc2c1 (stereo not given)	-0.7	i	i
COc1ccc(C(=O)Nc2ccc(N3CCN(C)CC3)cc2)cc1[N+](=O)[O-]	-1.0	i	i
CC(=O)Nc1ccccc1NS(=O)(=O)c1ccc(Cl)cc1	-0.4	i	i
COc1cccc2cc(C(=O)Nc3ccc(F)cc3)c(=Nc3ccc(C(=O)O)cc3)oc12	-0.9	i	i
CCn1c(CC(=O)Nc2ccccc2)nnc1SCC(=O)NC1CCCC1	-0.4	i	i
CCn1c(C)[n+](CC)c2ccc(C(=O)N(C)c3ccccc3)cc21	-0.7	i	i

New compounds follow
compound	STK33 inh	CHT allo act	CHT inh
O=C(NC(=S)Nc1ccc(O)cc1)c1cncc(Br)c1	1.8	i	i
O=C(CCn1c(=O)sc2ccccc21)NCCN1CCOCC1	-0.6	i	i
O=C(CC1C(=O)NCCN1Cc1cccc(C(F)(F)F)c1)NC1CCOCC1 (stereo not given)	0.8	i	i
O=C(C1CCC1)N1CCc2cc(S(=O)(=O)N3CCCCC3)ccc21	-0.5	i	i
CN(Cc1cnn(C)c1)C(=O)CC1C(=O)NCCN1Cc1cccc(Oc2ccccc2)c1 (stereo not given)	-0.7	i	i
COc1ccc(CCNc2oc(-c3ccc(OC)c(OC)c3)nc2P(=O)(OC)OC)cc1OC	-0.4	i	i
Cc1ccc(NC(=O)CSCC(=O)OCc2cc(=O)oc3cc(O)ccc23)c(C)c1	-0.4	i	i
COc1ccc2[nH]c(=O)c(CN(Cc3ccccc3)Cc3nnnn3CC3CCCO3)cc2c1 (stereo not given)	-1.0	i	i
CN(Cc1ccccc1)C(=O)CN1CCN(C(c2ccccc2)c2ccccc2)CC1	-0.4	i	-8.3*
Cn1cnnc1SC1c2cccc3cccc(c23)C1NS(=O)(=O)c1ccccc1 (stereo not given)	-0.7	i	i

Following part.
compound	STK33 inh	CHT allo act	CHT inh
COc1ccccc1NC(=O)Cn1cnc2sc(C(=O)Nc3cc(OC)c(OC)c(OC)c3)c(C)c2c1=O	-0.2	i	i
C=CCn1c(CSc2ccccc2[N+](=O)[O-])n[nH]c1=S	1.5	i	i
Cc1ccc2[nH]cc(C(=O)CCl)c2c1	-3.2	i	i
CCC(NC(=O)c1ccncc1)c1ccccc1 (stereo not given)	-2.0	i	i
CCCCCCC(=O)NNC(=O)c1c(O)c2ccccc2n(CCC)c1=O	0.6	i	i
O=C(C(Cl)Cl)N1c2ccccc2OCC1c1ccccc1 (stereo not given)	-1.5	i	i
C=CCn1c(Cc2csc(N)n2)nnc1SCC(=O)Nc1ccc(C(=O)OCC)cc1	-1.9	i	i
COc1ccc(CC(=O)Nc2ccccc2N2CCCC2)cc1OC	1.1	i	i
Cn1c(=O)c(Sc2ccc(Cl)cc2)c(O)c2ccccc21	-0.9	i	i
O=C(CN(c1ccc(F)cc1)S(=O)(=O)c1ccc2c(c1)OCCO2)NCc1cccnc1	-1.7	i	i

Next part.
compound	STK33 inh	CHT allo act	CHT inh
COc1ccc(CCn2c(NN=C3CCCCC3)nc3c2c(=O)[nH]c(=O)n3C)cc1	0.8	i	i
O=C(C1=C[C@H](c2coc3ccccc3c2=O)C[C@H](OCCCCO)O1)N1CCOCC1	0.7	i	i
Cc1ccc2oc(C(=O)N3CCC(O)(c4ccccc4)CC3)c(C)c2c1	1.0	i	i
COc1ccc(CNC(=O)c2cnc(C)cn2)cc1	-3.3	i	i
O=C(NCC1CC1(Cl)Cl)Nc1ccc(Cl)c(Cl)c1 (stereo not given)	1.0	i	i
CCn1c2ccc(C)cc2c2nnc(NN)nc21	-0.4	i	i
CCCn1nnnc1NC(=O)c1cccs1	-1.1	i	i
COC(=O)/C(C(C)=O)=C(/C=C/C=C/N(C)C)N(C)C	-0.9	i	i
C=C1CCN(C(C)C(=O)OC)S(=O)(=O)c2ccccc21 (stereo not given)	0.1	i	i
Cc1ccc(C)c2[nH]c(=O)c(CN(CCN3CCCC3)C(=O)Nc3cccc(Cl)c3)cc12	0.5	i	i

Remaining list, next part
compound	STK33 inh	CHT allo act	CHT inh
CCNC(=O)c1ccc(C23CC4CC(CC(C4)C2)C3)o1	-2.0	i	i
Cc1ccc(SCCC(=O)Nc2cc(C)on2)cc1	-0.6	i	i
Cc1cnc(C(=O)OC(C)C(=O)Nc2cccc3ccccc23)cn1 (stereo not given)	0.0	i	i
CN(C(=O)COC(=O)c1ccccc1NCCO)C1CCS(=O)(=O)C1 (stereo not given)	-1.5	i	i
CCOc1ccc(C(C)=O)cc1CC(C(N)=O)C(N)=O	-1.4	i	i
Cn1ncc(Cl)c1C(=O)N1CCN(S(=O)(=O)c2ccc(Cl)s2)CC1	-0.3	i	i
COCCN(C(=O)c1csnn1)C(C(=O)NC1CCCC1)c1ccccc1F (stereo not given)	-0.9	i	i
COc1cc([N+](=O)[O-])cc(CN2CCCCC2)c1O	-1.1	i	i
O=S(=O)(Nc1cccc(-c2ccc(N3CCCCCC3)nn2)c1)c1cccc(F)c1	0.3	i	i
Cc1nc2ccccc2c(=O)n1CCc1ccc(O)cc1	1.3	i	i

Continued:
compound	STK33 inh	CHT allo act	CHT inh
COCc1cc(C)nc(Nc2ccccc2OC)c1C#N	-2.9	i	i
Cc1cc2oc(=O)cc(CN3CCCc4ccccc43)c2cc1C	-0.2	i	i
COc1cc2c(cc1OC)CN(C(=O)c1cc3ccccc3oc1=O)CC2	-0.3	i	i
CN1CCN(C(=O)C2CCCN(S(=O)(=O)c3ccc(Cl)cc3)C2)CC1 (stereo not given)	0.3	i	i
COC(=O)c1ccc(CSc2nnc(-c3ccncc3)o2)cc1	-0.6	i	i
COc1cc(OC)cc(C(=O)NCCC(c2ccccc2)c2ccccc2)c1	-1.2	i	i
CC(C)(C)c1cc(NC(=O)CSc2nncs2)n(-c2ccccc2)n1	-3.6	i	i
COC(=O)c1n[nH]n(-c2ccc(F)c(Cl)c2)c1=O	-1.1	i	i
CCOC(=O)N1CCc2c(sc3c2c(=O)n(Cc2ccccc2)c(=O)n3CC(=O)NCCOC)C1	0.2	i	i
CN(Cc1ccon1)Cc1cn(C)nc1-c1ccc(Oc2ccccc2)cc1	-0.9	i	i

(next part)
compound	STK33 inh	CHT allo act	CHT inh
COC(=O)c1cn(NC(=O)C2COc3ccccc3O2)c(=O)c2ccccc12 (stereo not given)	0.7	i	i
CCC(CO)NS(=O)(=O)c1cc(-c2nn(C)c(=O)c3ccccc23)ccc1C (stereo not given)	0.7	i	i
Cc1oc(-c2ccc(Cl)cc2)nc1CS(=O)CC(=O)NCCCN1CCN(Cc2ccccc2)CC1 (stereo not given)	-2.0	i	i
Nc1ccc(Cc2ccccn2)cc1	-0.8	i	i
COc1cc(N)c(Cl)cc1C(=O)OC(C)C(=O)Nc1cccc(S(=O)(=O)N2CCOCC2)c1 (stereo not given)	-0.1	i	i
O=C1/C(=C/c2cccs2)CCC/C1=C\c1cccs1	-0.5	i	i
COc1ccc2nc(NC(=O)CN3C(=O)NC4(CCCCC4)C3=O)sc2c1	0.8	i	i
O=C(c1ccco1)N1CCC(c2nc(-c3ccc(F)cc3)no2)CC1	2.1	i	i
CC1=Nc2ccc(Br)cc2C(c2ccccc2)N1CC(=O)O (stereo not given)	nt	i	i
CCOc1ccc(N(CC(=O)Nc2cccc(OC)c2)S(C)(=O)=O)cc1	-1.4	i	i

Other structures
compound	STK33 inh	CHT allo act	CHT inh
C/C(=N/NC(=O)CCC(=O)Nc1cccc(Cl)c1)c1ccc(C)cc1	-1.8	i	i
Cc1nc(Sc2ccccc2)c(C#N)c(C)c1[N+](=O)[O-]	-0.7	i	i
CNC(=O)c1cc2cc(OC)ccc2oc1=N	0.1	i	i
CNC(=O)c1cc2cccc(OC)c2oc1=O	0.2	i	i
CC(Sc1nc(NCc2ccccc2)nc(N2CCOCC2)n1)C(=O)Nc1ccccc1 (stereo not given)	-2.8	i	i
CC(=O)N1CCC(C(=O)Nc2cc(C)cc(C)c2)CC1	-0.4	i	i
CC(=O)c1ccc(S(=O)(=O)N2CCC(NC(=O)Nc3cccc(F)c3)CC2)cc1	-0.9	i	i
O=C1NCCN1CCNS(=O)(=O)c1ccccc1[N+](=O)[O-]	-1.4	i	i
COc1ccc2cc3cc(C(=O)NCc4ccc5c(c4)OCO5)oc3nc2c1	-0.9	i	i
O=C(Nc1ccccc1Cl)ON=C1c2ccccc2-c2ccccc21	9.1	i	i
C=C(C)c1cccc(C(C)(C)NC(=O)NCc2ccncc2)c1	1.6	i	i
CCCCOc1ccc(/C=N/NC(=O)c2nnn(-c3nonc3N)c2CN2CCCCCC2)cc1	-0.5	i	i
